# Screening results (PubChem)
# ATXN2 expr inh: reduces ATXN2 reporter expression in HEK-293 cells | actives 0.72% (n = 360,000) | Potency, µM (doses to about 57 µM), inactives show at the highest dose activity change, negative = inhibition, usual class: inhibitors | HEK-293 ATXN2-luciferase reporter, luminescence, 24 h; note: potency is the fitted concentration of half-maximal effect; % is set by controls: 0 for no effect and ±100 for the full control effect; nearly all actives have a fitted effect of over 55% in size
#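 ATXN2-luciferase reporter cells (luciferase flanked by upstream and downstream ATXN2 gene portions) were treated 24 h at 37 °C with compounds at up to 57 uM. SteadyGlo luminescence gave expression; GF-AFC fluorescence gave viability.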
# HT1080 IDH1KD tx: toxicity to HT-1080 IDH1 knockdown cells (counter line) | HT-1080 IDH1 knockdown viability, ATP luminescence, 48 h | actives 2% (n = 360,000) | Potency, µM (series often up to 46.1 µM), for inactives: top-dose activity, negative = toxicity, usual class: cytotoxic;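 note: potency is the fitted concentration of half-maximal effect; 0% = DMSO wells and -100% = cell-free medium wells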
#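 % activity derives from luminescence (CellTiter-Glo), normalised to DMSO and no-cell wells. HT-1080-IDH1KD cells, 750/well, had 48 h compound exposure at 37 °C.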
# MCF10A rereplic: DNA re-replication induction in MCF 10a cells. MCF 10A DNA re-replication, Hoechst nuclear intensity, 48 h. Potency, µM (series often up to 46.1 µM), for inactives: at the top dose activity, positive = re-replication, actives largely listed as activators. actives 2.9% (n = 350,000). AID 624296; note: potency is the fitted concentration of half-maximal effect; % of control where 0% means no effect; nearly all actives have a fitted effect of over 50% in size
# KB-3-1 cytotox: KB-3-1 parental cell cytotoxicity; KB-3-1 viability, CellTiter-Glo ATP luminescence, 72 h; Potency, µM (series often up to 46.1 µM), for inactives: at the top dose activity change, negative = cytotoxic, usual class: cytotoxic; actives 1.4% (n = 400,000); AID 1347075; note: potency is the fitted concentration of half-maximal effect; % is set by controls: 0 for no effect and ±100 for the full control effect; nearly all actives have a fitted effect of over 60% in size
#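 Here the drug-naive KB-3-1 line serves as comparator for MDR sub-line selectivity; cells received compound titrations, 72 h at 37 °C, then CellTiter-Glo readout.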
# SW480 rerep: inducers of DNA re-replication in SW480 colon cancer cells; SW480 DNA re-replication, Hoechst DNA content imaging, 48 h; Potency, µM (doses to about 46.1 µM), without a hit: top-dose re-replication activation, hits mostly activators; actives 1.8% (n = 340,000); note: potency is the fitted concentration of half-maximal effect; % of control where 0% means no effect; nearly all actives have a fitted effect of over 55% in size
#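 Readout is total intensity of Hoechst-stained nuclei, excited at 405 nm and collected at 500-530 nm. Compound treatment lasted 48 hr at 37 C in 5% CO2 before staining.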
# HT1080NT lethal: kills 2HG-producing HT-1080-NT fibrosarcoma cells. HT-1080-NT fibrosarcoma viability, CellTiter-Glo ATP luminescence, 48 h. actives 1.6% (n = 360,000). Potency, µM (highest dose often 46.1 µM), without a hit: top-dose activity, negative = less viability, most hits filed as cytotoxic;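 note: NT is the 2HG producing partner of a matched IDH1 knockdown line; potency is the fitted concentration of half-maximal effect; 0% = DMSO-treated cells and -100% = media-only wells without cells; nearly all actives have a fitted effect of over 55% in size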
#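 Compounds were tested in concentration-response format on HT-1080-NT cells for 48 hours at 37 degrees C. Cell viability came from CellTiter-Glo luminescence; curves were classified by r2, response magnitude and activity.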
# HepG2 viability: HepG2 cytotoxicity, counter-screen for TGF-b inhibitors; HepG2 CAGA-GFP viability, ATP luminescence, 18 h; Potency, µM (titrated, usually from 46.1 µM), for inactives: top-dose activity change, negative = cytotoxicity, hits mostly cytotoxic; actives 0.76% (n = 410,000); note: potency is the fitted concentration of half-maximal effect; some results filed as inactive show a strong effect at the top dose
#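 CellTiter-Glo luminescence gave cytotoxicity after 18 hours at 37 degrees C. The cells were HepG2 CAGA-GFP in 1% FBS DMEM, stimulated with 500 pg/mL TGF-beta after compound addition. %Activity was normalised to no-cell wells (complete cell-killing) and DMSO (no toxicity), and curves were fitted and classified.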
# IL1B secr inh: inflammasome signaling inhibition, IL-1 beta readout. THP-1 LPS/ATP IL-1B secretion, AlphaLISA, 16 h; stronger effect = lower value. actives 4.7% (n = 360,000). activity change, % at 57.5 µM; in the data active = activity change below about -50%; inconclusive = mostly about -30% to -49%; note: % is set by controls: 0 for no effect and ±100 for the full control effect
#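 Secreted IL-1B measured by AlphaLISA bead assay after 16 h compound exposure of THP-1 cells; compounds (final up to 57.5 uM) added 1 h before LPS (250 ng/mL) and ATP (1.25 mM) stimulation; lower signal means less secretion.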
# S2 tox: cell viability loss in ATXN counter-screen | Potency, µM (titrated, usually from 56.7 µM), actives largely listed as cytotoxic | actives 0.49% (n = 400,000) | S2 cells (HEK-293 line with an ATXN2-luciferase reporter) viability, CellTiter-Fluor protease fluorescence, 24 h; note: potency is the fitted concentration of half-maximal effect; nearly all actives have a fitted effect of over 40% in size
# * marks the source's active call; other numbers are inactive results; i = inactive; u = inconclusive; x = not tested or not shown; [ ] = another dose, or the depositor's remark. Unless noted, calls come from the whole dose curve; as a rule, active = well fitted curve in the direction sought with a large enough effect; inconclusive = small, poorly fitted or top-dose-only effect, or another doubt; inactive = no such curve, though single readings can be large; an effect the other way counts as inactive or inconclusive.
SMILES,ATXN2 expr inh,HT1080 IDH1KD tx,MCF10A rereplic,KB-3-1 cytotox,SW480 rerep,HT1080NT lethal,HepG2 viability,IL1B secr inh,S2 tox
Cc1c(C(=S)Nc2ccccc2)cnn1-c1ccc([N+](=O)[O-])cc1,-12%,-30%,-1%,u,x,-25%,-36%,0,u
CCOC(=O)Nc1ccc2c(c1)N(C(=O)N(C)C)c1ccccc1CC2,1%,0%,8%,0%,-4%,2%,-21%,0,i
CC(OC1=CC(=O)CCC1)C(=O)c1ccccc1 (configuration not stated),3%,8%,10%,-4%,-5%,5%,1%,-5,i
O=C(C1=C[C@H](c2ccccc2)C[C@H](OCCCCO)O1)N1CCN(Cc2ccc3c(c2)OCO3)CC1,1%,7%,0%,-12%,12%[9.22 µM],0%,-27%,-9,i
O=[N+]([O-])c1ccccc1/C=C/C=N/Nc1ccc(S(=O)(=O)Nc2ccc(Cl)cc2)cc1[N+](=O)[O-],0%,-5%,3%,u,-1%,-7%,-11%,-14,i
COc1ccc2nc(NC(=O)c3cccs3)sc2c1,u,-28%,5%,-10%,0%,u,-165%,-4,i
COc1ccc(C(=O)COC(=O)c2n[nH]c3ccccc23)c(OC)c1,58%[activator],10%,1%,-3%,5%,13%,-27%,23,u
CSc1nsc(NC(=O)CCNC(=O)c2ccc([N+](=O)[O-])cc2)n1,4%,3%,0%,19%,-1%,-4%,-11%,43,i
CCCCn1c(N)c(N(Cc2ccccc2OC)C(=O)c2c(CC)noc2C)c(=O)[nH]c1=O,4%,1%,-5%,-9%,-4%,13%,1%,16,i
CN(c1ccc(OC(=O)CC2OC(=O)c3ccccc32)cc1)S(=O)(=O)c1ccccc1 (configuration not stated),x,-4%,5%,-7%,9%,0%,-2%,0,i

# Sorted by value in SW480 rerep (lowest first): five from the list above
Structure	SW480 rerep	IL1B secr inh
CC(OC1=CC(=O)CCC1)C(=O)c1ccccc1 (configuration not stated)	-5%	-5
CCOC(=O)Nc1ccc2c(c1)N(C(=O)N(C)C)c1ccccc1CC2	-4%	0
O=[N+]([O-])c1ccccc1/C=C/C=N/Nc1ccc(S(=O)(=O)Nc2ccc(Cl)cc2)cc1[N+](=O)[O-]	-1%	-14
COc1ccc2nc(NC(=O)c3cccs3)sc2c1	0%	-4
COc1ccc(C(=O)COC(=O)c2n[nH]c3ccccc23)c(OC)c1	5%	23

# Other records.
SMILES,ATXN2 expr inh,HT1080 IDH1KD tx,MCF10A rereplic,KB-3-1 cytotox,SW480 rerep,HT1080NT lethal,HepG2 viability,IL1B secr inh,S2 tox
CC(=O)c1cccc(-c2ccnc3c2CC(C(=O)Nc2cccc(Oc4ccccc4)c2)O3)c1 (configuration not stated),-10%,-4%,x,u,x,-20%,-13%,-19,i
Cc1cc(C)n2nc(C(=O)NC(C)(C)C)nc2n1,-10%,15%,-2%,-2%,1%[9.22 µM],5%,2%,23,i
O=C(/C=C/c1ccc(F)cc1)NC(=S)NC1CCCCC1,x,1%,-1%,u,4%,0%,-6%,-2,i
CCOc1ccc(N2CC(O)(c3ccc(F)cc3)[N+]3=C2CCCC3)cc1 (configuration not stated),-14%,-3%,30%,-1%,0%,-17%,-2%,-8,i
Cc1cnc(NC(=O)c2cc(-c3ccccc3)nn2-c2ccccc2)s1,x,8%,-3%,-2%,-11%,9%,1%,-2,x
Cc1ccnc(NC(=O)c2ccc(C(=O)c3ccccc3)cc2)c1,u,u,u,u,7%,-29%,-21%,-17,i
O=C1NC(c2cccs2)Nc2sc3c(c21)CCCC3 (configuration not stated),2%,-1%,u,8%,11%,-7%,3%,16,i
CC(=O)N1CCc2cc(S(=O)(=O)N3c4ccccc4CC3C)ccc21 (configuration not stated),-23%,u,u,u,u,u,3%,0,u
COP1(=O)C=C[C@H](N(Cc2ccccc2)S(=O)(=O)c2ccccc2[N+](=O)[O-])[C@@H](C)O1 (some centres not stated),9%,3%,-19%,18%,-7%,6%,-5%,9,i
COc1ccc(CNC(=O)c2[nH]c(C(F)(F)F)nc2-c2ccccc2)cc1,0%,-19%,x,-2%,x,-26%,-3%,18,i
COc1ccccc1-c1nnc2n1N=C(C)CS2,7%,4%,0%,21%,-4%,7%,1%,-13,i
N#CC1(NC(=O)CSc2ccccn2)CCCCC1,-15%,-10%,1%,-5%,-1%,8%,16%,9,i
CCN1CCN(CCNC(=O)c2ccc3c(c2)N(Cc2cccc(Cl)c2)C(=O)c2ccccc2S3=O)CC1 (configuration not stated),u,u,3%,u,-1%,-20%,-18%,-55*,i
COc1ccc(CN(C)C(=O)Cn2cnc3c(NCc4ccccc4)ncnc32)cc1OC,-22%,-2%,-3%,-16%,-3%,-1%,-5%,-1,i
C/C(=N\NC(=O)Cc1c(F)cccc1Cl)c1cccnc1,17%,15%,1%,4%,-5%,11%,-4%,17,i
COc1ccc(OCCN2CCN(C(=O)c3ccc(OC(F)F)c(OC)c3)CC2)cc1,u,-25%,10%,-17%,-8%,-27%,11%,10,i
COC(=O)C1=C(N)OC2=C(C(=O)CC(C)(C)C2)C1c1cc2c(cc1Cl)OCO2 (configuration not stated),8%,0%,10%,2%,-1%,-5%,-6%,-3,i
CCC(C)Nc1nc(-c2ccccn2)nc2ccccc12 (configuration not stated),u,u,0%,15µM*,6%,u,-14%,-20,u
CN1C(=O)/C(=C/c2ccccc2OCc2ccccc2F)NC1=S,1%,-6%,1%,10%,4%,-12%,1%,2,i
NC(=O)C1(N2CCCCC2)CCN(C(=S)NCCc2ccccc2)CC1,x,-12%,3%,1%,u,-2%,12%,6,i

# Complete entries as entered above. Screens in order: ATXN2 expr inh	HT1080 IDH1KD tx	MCF10A rereplic	KB-3-1 cytotox	SW480 rerep	HT1080NT lethal	HepG2 viability	IL1B secr inh	S2 tox
# `O=C1NC(c2cccs2)Nc2sc3c(c21)CCCC3` (configuration not stated) across the screens: 2%	-1%	u	8%	11%	-7%	3%	16	i
# `CCOC(=O)Nc1ccc2c(c1)N(C(=O)N(C)C)c1ccccc1CC2` across the screens: 1%	0%	8%	0%	-4%	2%	-21%	0	i

# The list goes on:
SMILES,ATXN2 expr inh,HT1080 IDH1KD tx,MCF10A rereplic,KB-3-1 cytotox,SW480 rerep,HT1080NT lethal,HepG2 viability,IL1B secr inh,S2 tox
O=C(CN1CCCCCC1)Nc1cc(C(F)(F)F)ccc1Cl,-3%,-21%,-3%,u,-8%,2%,-3%,2,i
Cc1ccc(C2=NN(C(=O)C3CCCO3)C(c3ccco3)C2)cc1 (configuration not stated),15%,4%,2%,-2%,6%,5%,9%,u,i
Brc1ccc(C2=CC(c3ccco3)n3ncnc3N2)cc1 (configuration not stated),6%,11%,u,7%,15%,1%,-9%,-6,x
CCOC(=O)N1CCN(C(=O)C2CCCCC2)CC1,-2%,14%,22%,-1%,3%[9.22 µM],19%,-20%,0,i
CCCOc1ccc(CCCN=C(N)N)cc1Cl,-14%,21µM*,u,21µM*,21%,u,-34%,-90*,i
Cc1cc(NC(=O)CSc2nnc(-c3ccncc3)n2Cc2ccccc2)n(-c2ccccc2)n1,x,0%,2%,-4%,-31%[inhibitor],10%,3%,0,i
CCOC(=O)C1(Cc2ccccc2C(F)(F)F)CCN(C2CCN(C(C)=O)CC2)CC1,4%,0%,10%,-11%,0%,-20%,-14%,2,i
CC1(C)Cc2cccc(OCC(=O)NCCOc3ccccc3)c2O1,-17%,-2%,1%,-1%,-16%,-2%,-1%,8,i
CCOc1ccc(C(=O)OCc2cc(=O)n3nc(C(C)C)sc3n2)cc1,-2%,x,x,-13%,x,x,-20%,x,i
Cc1ccccc1C(N)=O,0%,2%,u,0%,-21%,-14%,3%,-7,i
Cc1ccc(CCC2C3=C(CCCC3=O)OC3=C2C(=O)CCC3)cc1,-5%,2%,3%,7%,-3%,8%,-7%,1,i
Cc1cc(C)c(NC(=O)Cn2nnc(C(=O)NCCc3ccccc3)c2N)c(C)c1,-5%,-3%,-8%,11%,-8%,9%,-35%,9,i
COc1ccc(O/C(=N\S(=O)(=O)c2ccccc2)c2ccccc2)cc1,0%,4%,-4%,5%,u,16%,-1%,15,i
CCn1nc(C(=O)NNS(=O)(=O)c2ccc(C)cc2)c2ccccc2c1=O,2%,1%,-15%,-5%,0%,5%,19%,23,i
C/C(=N/Nc1nc(-c2ccc(Cl)cc2)cs1)c1cccs1,20%,15%,u,0%,-2%,22%,4%,4,i
O=C(COc1ccc(Cl)cc1)OCC(=O)c1ccc[nH]1,-25%,10%,2%,-7%,-3%,-5%,2%,9,i
Cc1ccc(NC(=O)Cn2cnc3c(oc4ccccc43)c2=O)cc1,8%,x,x,18%,x,x,1%,x,i
COc1ccc(C(=O)COC(=O)Cn2cnc3ccccc3c2=O)c(OC)c1,-7%,-10%,7%,-1%,0%,1%,-33%,-8,i
CCOC(=O)/C(=C/c1ccccc1)NC(=O)c1ccco1,-5%,15%,-7%,-6%,x,11%,0%,-2,i
C=CCn1c(SCC(=O)Nc2cccc(S(N)(=O)=O)c2)nnc1C1CCCCC1,9%,-1%,5%,-2%,1%,3%,3%,16,i
N#CC1(NC(=O)CSc2n[nH]c(-c3ccccc3)n2)CCCCC1,3%,11%,-1%,1%,3%,6%,4%,-1,i
Cc1nc2ccc(NC(=O)c3ccc(F)c(S(=O)(=O)N4CCOCC4)c3)cc2s1,-8%,-6%,4%,-13%,-1%,-7%,8%,19,u
CC(C)C[C@@H](CN(C)N=O)N(C[C@H](Cc1ccccc1)N(CCc1ccccc1)N=O)N=O,-8%,2%,-18%,-25%,2%,1%,-18%,-10,i
CC(C)c1ccc(N2C(=O)N(Cc3cccc([N+](=O)[O-])c3)c3ccccc3S2(=O)=O)cc1,-5%,x,x,10%,x,x,-18%,x,i
CC1(C(=O)NCc2cccc3ccccc23)CCN1Cc1cc2ccccc2o1 (configuration not stated),-33%,u,x,0%,x,u,-28%,-16,u
C/C(=N\NC(=O)COc1cc(C)cc(C)c1)c1cccc(NC(=O)C2CCC2)c1,u,8%,-6%,0%,4%,3%,5%,u,u
CCOc1ccccc1N1Cc2cc(C)c(C)cc2C1,0%,-3%,-1%,-9%,-3%,0%,-16%,4,i

# The order is random, and some 8.9% of all compounds hit somewhere here.
